Tat transport = blocks Tat-dependent protein export in E. coli | E. coli MC4100 TorA-mCherry Tat export, fluorescence | inhibition, % at 10 µM | 340,000 tested, 0.036% active;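 active means mean replicate inhibition at least 50% and at least half of replicates individually reaching 50%; inconclusive means only one of the two criteria met; inactive means neither criterion met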;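 further: exported cargo escapes ClpAP degradation while cytoplasmic cargo is degraded and loses fluorescence; 0% = median of neutral control wells and 100% = median of NaSCN control wells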
PKA-R1A activ = activates the PKA-R1A holoenzyme complex. P00514+P68181. PKA-R1A dissociation, Cy5-IP20 fluorescence polarization; scaled: DMSO 0%, 113 µM cGMP 100%. activation, % at 11.4 µM. 340,000 tested, 0.083% active;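 active means percent activation above the mean of all tested compounds plus 3 SD, cut at about 19% in these data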;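 further: higher means more PKAc released from R1A so a rise in polarization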
MOR-DOR ag = OPRM1-OPRD1 heterodimerization agonism; AID 504326; activation, % at 9.3 µM; P35372+P41143; cells, luminescence; 340,000 tested, 0.3% active; in the data active means activation above about 18%;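 further: 0% = vehicle-treated cells and 100% = reference agonist; values of inactives mirror those of a sister screen read the other way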
AddAB inh = less growth of phage-infected E. coli with AddAB. E. coli expressing H. pylori AddAB, absorbance growth. inhibition, % at 11.9 µM. 330,000 tested, 0.29% active; in the data active means inhibition above about 12%;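 further: 0% = vehicle wells of infected cells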
MOR-DOR inv ag = inverse agonist of human OPRM1-OPRD1 heterodimerization; cell-based MOR-DOR heterodimer luminescence, inverse agonism; inhibition, % at 9.3 µM; 340,000 tested, 0.21% active; in the data active means inhibition above about 22%, passing the limit was not always enough;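 further: 0% = cells with DMSO and 100% = wells without cells with DMSO; values of inactives mirror those of a sister screen read the other way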
SUMO Mot1 rescue = blocks SUMOylation pathway, rescuing yeast Mot1-301 growth; 320,000 tested, 1% active; AID 2716; S. cerevisiae Mot1-301 growth rescue, ATP luminescence, 38.5C; percent above DMSO median, 100 means doubled; growth rescue, % at 18.8 µM;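 active means every valid replicate shows activation above 250% relative to neutral control wells; inactive means the rest, any valid replicate at or below 250%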;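 further: OY570 slx delta 5 strain wells were the positive control but not used for scaling; some compounds called inactive have numbers as strong as hits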
phage Ecoli inh = E. coli growth loss with phage present; AID 651602; 360,000 tested, 0.26% active; growth absorbance; inhibition, % at 11.9 µM; in the data active means inhibition above about 11%
Arrestin-AP2 inh = human beta-arrestin and AP2 interaction inhibition. inhibition, % at 10 µM. 340,000 tested, 0.31% active. AID 504490. FITC-arrestin peptide / GST-AP2 beads, flow cytometry; AP2 beta2 appendage carries R879A mutation;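 active means inhibition above a set limit, near 3 SD of compounds lacking own fluorescence, cut at about 54% in these data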;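 further: plate controls were DMSO wells for no effect and 5 µM unlabelled arrestin peptide for full effect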
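System: GST-AP2 R879A glutathione beads. Medium: PBS with 0.05% Tween 20 and 0.1% BSA. Also added: FITC-arrestin peptide, 50 nM. Incubation: 12 min plus 1 h, RT. Measured by: high-throughput flow cytometry of beads, ex 488, em 535 nm. Evaluation: percent drop in bead-associated FITC signal.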
PfHsp90 set2 = inhibits growth of yeast expressing Plasmodium falciparum Hsp90; AID 504621; S. cerevisiae expressing PfHsp90, BacTiter-Glo ATP, 48 h; yeast lacking PDR1 and PDR3 efflux regulators; 310,000 tested, 0.32% active; inhibition, % at 9.4 µM;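 active means every replicate shows inhibition above about 80%, whatever the replicate mean, limit read from the data; inconclusive means mean inhibition reaches the set limit but some replicate falls short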;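 further: 0% = DMSO neutral controls and 100% = 20 µM radicicol positive controls; yeast relying on Plasmodium falciparum Hsp90 in place of its own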
Pemphigus Ab inh = human desmoglein-3 autoantibody binding inhibition; P32926; DSG3-coupled beads, scFv-anti-DSG3-GFP binding, flow cytometry; hits give low values; binding (percent of control), % at 10 µM; 310,000 tested, 0.48% active; AID 588358;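 active means binding more than 3 SD below its plate's average and above zero; inconclusive means below that plate limit but binding exactly zero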;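 further: hits lower antibody fragment binding to DSG3; some compounds called inactive have numbers as strong as hits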
Target sequence (P32926 whole entry, looked up, the tested form may be a part): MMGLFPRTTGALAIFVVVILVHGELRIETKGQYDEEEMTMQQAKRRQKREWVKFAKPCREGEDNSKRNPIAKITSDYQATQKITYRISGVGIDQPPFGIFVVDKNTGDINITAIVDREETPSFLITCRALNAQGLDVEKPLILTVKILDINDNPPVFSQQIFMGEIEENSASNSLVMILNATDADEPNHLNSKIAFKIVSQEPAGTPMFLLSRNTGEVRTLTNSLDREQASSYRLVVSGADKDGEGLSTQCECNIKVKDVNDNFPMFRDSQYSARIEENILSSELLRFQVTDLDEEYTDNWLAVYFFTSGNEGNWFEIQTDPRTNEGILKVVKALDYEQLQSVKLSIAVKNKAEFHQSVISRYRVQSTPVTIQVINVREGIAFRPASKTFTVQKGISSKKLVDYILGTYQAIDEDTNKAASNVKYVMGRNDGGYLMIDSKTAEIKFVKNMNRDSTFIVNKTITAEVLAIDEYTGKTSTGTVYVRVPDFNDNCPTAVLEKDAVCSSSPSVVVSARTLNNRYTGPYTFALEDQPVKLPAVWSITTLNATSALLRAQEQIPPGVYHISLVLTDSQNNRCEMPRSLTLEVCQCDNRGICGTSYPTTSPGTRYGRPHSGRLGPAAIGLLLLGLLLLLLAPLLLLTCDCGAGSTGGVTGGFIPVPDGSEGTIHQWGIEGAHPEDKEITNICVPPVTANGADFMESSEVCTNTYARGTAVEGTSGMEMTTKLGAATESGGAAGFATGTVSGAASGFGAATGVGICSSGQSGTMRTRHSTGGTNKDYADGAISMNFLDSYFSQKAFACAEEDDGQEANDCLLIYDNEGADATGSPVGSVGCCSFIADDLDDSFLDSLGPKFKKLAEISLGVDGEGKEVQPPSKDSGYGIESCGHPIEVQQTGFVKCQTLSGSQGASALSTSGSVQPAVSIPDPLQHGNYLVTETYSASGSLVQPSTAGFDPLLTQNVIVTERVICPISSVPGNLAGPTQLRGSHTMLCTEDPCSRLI
E coli growth = reduces bacterial viability in AddAB counter-screen; E. coli V3065 growth, OD600 absorbance, 18 h; inhibition, % at 11.9 µM; 330,000 tested, 0.27% active; AID 449728;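 active means inhibition above the campaign's mean inhibition across all tested compounds plus 3 SD, cut at about 9.9% in these data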;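 further: uninfected addAB+ strain grown without phage in ampicillin broth; 0% = DMSO wells and 100% = ciprofloxacin 0.95 µg/ml wells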
An asterisk follows results filed as active; u = inconclusive; x = not tested or not shown.

smiles	MOR-DOR inv ag	Arrestin-AP2 inh	AddAB inh	SUMO Mot1 rescue	Tat transport	Pemphigus Ab inh	E coli growth	PfHsp90 set2	MOR-DOR ag	phage Ecoli inh	PKA-R1A activ
CCC(Sc1nc(-c2cccc(OC)c2)c(C#N)c(=O)[nH]1)C(=O)Nc1nnc(C(C)C)s1 (centres undefined)	15	4	-0.3	3	18	97	-1.9	1	-3.0	5.2	-7
CC(=O)NCCC(=O)N(Cc1ccccc1)c1nc2c(C)cccc2s1	15	-9	1.6	58	8	110	-1.3	-3	-2.8	-1.0	-12
O=C1CN(C(=O)COc2ccc(F)cc2Br)c2ccccc2N1	-1	1	1.8	1	5	97	0.0	9	0.2	0.0	5
Cc1c(NC(=O)c2cccc(F)c2)c(=O)n(-c2ccccc2)n1C	11	-2	0.4	-7	-3	104	0.4	x	-2.1	3.0	1
COc1cc(NC(=S)NCCN2CCOCC2)cc(OC)c1OC	4	-12	-3.2	-17	4	106	-4.3	21	-0.5	2.8	9
COc1ccc(N2C(=O)C3CCCN3C2c2ccccc2)cc1 (centres undefined)	0	3	4.0	-21	-1	110	1.0	-46	0.1	1.2	-1
O=C(NC(=S)N1CCCC1)c1ccccc1Cl	1	-5	0.9	-4	-2	x	1.3	11	-0.2	2.4	-13
Cn1nc(OC(=O)Nc2cccc(Cl)c2)cc1C(F)(F)F	-1	19	7.5	-14	2	111	6.3	5	0.3	5.5	-5
CC1(C)N=C(N)N=C(N)N1c1cccc(C#N)c1	-5	15	x	x	-1	96	x	25	1.2	3.7	-1
S=C(NCCc1ccccc1)N/N=C/c1cccc(Cl)c1Cl	-1	6	3.5	-14	4	107	3.4	-6	0.1	1.6	1
NS(=O)(=O)c1cc(C(=O)NC2CCSc3ccccc32)ccc1Cl (centres undefined)	8	2	-3.6	-9	20	110	-0.7	-16	-1.4	0.2	0
O=C(Nc1ccc2nc(-c3cccnc3)[nH]c2c1)c1ccco1	2	8	3.2	-2	-34	99	-0.7	24	-0.3	4.2	3
CCOC(=O)c1ccc(NC(=O)c2nc[nH]c2C(=O)NCCNC(=O)c2[nH]cnc2C(=O)Nc2ccc(C(=O)OCC)cc2)cc1	13	0	0.4	12	-13	x	0.3	-13	-2.3	1.5	-2
C#CC(CC)(CC)NC(=O)/C=C/C(=O)O	16	6	1.9	61	3	x	1.3	-5	-3.2	1.3	11
[O-]c1c[n+](-c2ccccc2)no1	12	2	1.5	201	-6	107	0.7	13	-2.3	5.4	1
C/C(=N\NC(=O)Cn1ccc(C(F)(F)F)n1)c1ccco1	1	5	2.9	3	-10	96	0.9	1	-0.2	2.4	2
c1coc(CNCc2cccs2)c1	4	9	2.0	7	-6	x	2.7	x	-0.6	2.8	-10
COc1ccc(S(=O)(=O)N2CCN(CCCOc3ccc(F)cc3)CC2)cc1OC	-27	20	2.3	-10	11	102	0.6	12	3.2	-2.3	5
CN(C(=O)COC(=O)CCC(=O)c1ccc(Cl)cc1)c1c(N)n(Cc2ccccc2)c(=O)[nH]c1=O	14	5	0.2	2	3	96	1.1	-2	-2.9	1.2	2
CC(=O)Nc1ccc(S(=O)(=O)N2CCC(N3CCCCCC3)CC2)cc1	16	-7	-1.1	6	-14	99	0.8	-1	-3.5	-3.6	1
Cc1ccc(C(=O)Nc2ccc3c(c2)C(=O)NC3=O)cc1	-21	13	2.4	120	2	92	0.5	8	3.6	4.0	1
COc1ccc(C(O)(CC(C)C)C(CN2CCOCC2)c2ccccc2)cc1 (centres undefined)	-26	31	-2.4	369	-4	109	-1.9	-8	5.5	-0.3	3
N#Cc1ccc(CSc2ccc(S(=O)(=O)N3CCCC3)cn2)cc1	4	-3	0.8	5	4	91	-0.2	-10	-1.0	1.1	-15
N/C(=N\OC(=O)CC1CCCCC1)c1ccc(Br)cc1	-5	-1	0.4	1	-4	104	0.9	18	1.1	3.9	4
COc1ccc(NC(=O)CSc2nnc3ccc(-c4cccnc4)nn23)cc1OC	11	-11	-1.9	5	-1	94	-1.3	x	-1.7	4.0	-3
Cc1ccc(CC(=O)Nc2ccc(OC(F)F)c(Cl)c2)cc1C	-34	9	2.9	2	0	84	-1.3	16	5.5	1.7	-10
C=CCNc1nnc(SCC(=O)Nc2ccccc2OC)c2ccccc12	7	-2	2.0	-3	1	100	-0.4	7	-1.1	-1.2	10
Cc1cccc(Nc2nc(NCC3CCCO3)nc(N)c2[N+](=O)[O-])c1 (centres undefined)	-32	7	1.5	2	-9	101	0.7	-30	5.3	2.5	0
Cc1c(C)n(O)c2ccc3nonc3c12	9	40	0.8	7	-5	113	0.7	-6	-1.7	1.1	7
N#C/C(=C/c1ccco1)c1nc2ccccc2s1	-26	1	4.0	1	2	131	-0.3	18	4.9	3.2	-4
O=c1cc(CN2CCN(Cc3ccccc3)CC2)c2cc3c(cc2o1)CCC3	-4	11	1.9	5	0	115	1.1	4	0.8	3.2	-4
COc1cccc(-c2nc3c(c(SCC(=O)N4CCOCC4)n2)Cc2c(CO)cnc(C)c2O3)c1	-2	29	0.5	-4	5	x	-1.1	-9	0.4	x	-3
COc1ccccc1C(CNc1ncccc1[N+](=O)[O-])N(C)C (centres undefined)	-2	17	3.5	-10	-1	109	1.6	-2	0.3	1.1	6
CCCN(C(=O)Cn1c(C(F)(F)F)nc2ccccc21)C1CCS(=O)(=O)C1 (centres undefined)	x	-1	0.6	-7	u	98	-1.3	2	x	2.5	-14
Cc1ccc(Cc2c[nH]c(=S)s2)cc1	5	11	2.7	-11	0	107	0.6	-39	-1.0	1.9	-4
CSc1nc(-c2ccco2)nn1S(C)(=O)=O	6	-8	-1.7	-8	16	92	-3.1	-7	-1.0	-0.9	11
O=[N+]([O-])c1ccc(Nc2ccccc2O)c2nonc12	17	-4	x	-3	-2	113	x	19	-3.5	-1.6	0
CCOC(=O)N1CCC(n2c(SCC(=O)NCCC3=CCCCC3)nc3ccccc3c2=O)CC1	5	6	-4.0	5	-4	104	-0.8	x	-1.1	2.6	2
CCn1ncc(C2=NOC(C(=O)Nc3ccc(C)cc3)C2)c1C (centres undefined)	10	24	-0.3	-4	-11	99	0.6	-57	-1.7	0.6	6
O=C(N/N=C/c1cc2c(cc1Br)OCO2)c1cccnc1	-1	22	5.9	93	7	101	-0.2	0	0.1	1.6	-2
Cc1cccc(-n2c(O)c(C=NC3CCS(=O)(=O)C3)c3ccccc3c2=O)c1 (centres undefined)	14	-8	0.8	-13	1	103	-4.7	14	-3.3	1.7	3
NC(=O)COc1ccc(/C=N/NC(=O)C2CCCN2S(=O)(=O)c2ccc(Cl)cc2)cc1 (centres undefined)	6	-4	2.6	7	0	103	-0.8	13	-1.3	1.4	-8
CCCCn1c(-c2ccc([N+](=O)[O-])cc2)n[nH]c1=S	9	-9	1.9	1	-3	109	1.5	-1	-1.5	0.8	-4
COc1cc(NC(=O)CSc2nnc(-c3cc(C)on3)o2)cc(OC)c1	3	24	4.0	5	-4	93	-1.8	-7	-0.6	1.4	-11
O=C(CSc1ncnc2c1cnn2-c1ccc(F)cc1)NCC1CCCO1 (centres undefined)	6	-17	-0.2	2	20	110	-1.9	-12	-1.8	2.1	-2
Clc1cccc(C2CCN(Cc3nc(COc4ccccc4)no3)C2)c1 (centres undefined)	-11	-11	0.6	132	6	102	1.1	15	2.1	-1.1	-8
O=C(O)c1cccc(NS(=O)(=O)c2ccc(Oc3ccc(S(=O)(=O)Nc4cccc(C(=O)O)c4)cc3)cc2)c1	14	-10	5.5	185	1	111	-2.7	-13	-2.5	-2.7	3
N#CCOc1coc(CN2CCN(c3ccccc3)CC2)cc1=O	4	4	3.7	-31	-9	111	1.4	28	-0.7	0.8	-2
Oc1ccc2ccccc2c1CNn1cnnc1	15	-1	-0.6	9	-14	99	-0.6	5	-2.6	0.6	-5
COc1ccccc1NC(=S)NNC(=O)c1ccncc1	-7	-10	1.8	-3	-8	88	-2.6	4	0.9	3.7	-1
Cc1c(C(=O)OCC(=O)NC2CCCCC2)oc2ccccc12	9	-1	0.6	0	-7	94	-1.4	-7	-2.0	2.1	5
O=c1[nH]nc(-c2ccc(F)cc2)cc1-c1ccccc1	-9	-17	x	104	-2	98	x	-87	2.0	-0.9	3
O=C(NN1C(=O)C2C3C=CC(C4CC34)C2C1=O)c1cccc(Br)c1 (centres undefined)	15	28	1.9	-4	10	99	-1.1	16	-3.0	1.6	-5
